MOR-DOR inv ag: inverse agonists of human mu-delta opioid receptor heterodimerization | inhibition, % at 9.3 µM | P35372+P41143 | cell-based MOR-DOR heterodimer luminescence, inverse agonism | 340,000 compounds, 0.21% hits; in the data active = inhibition above about 22%, passing the limit was not always enough;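 note: 0% = cells with DMSO and 100% = wells without cells with DMSO; values of inactives mirror those of a sister screen read the other way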
Keap1-Nrf2 PPI: inhibitors of human Keap1-Nrf2 protein-protein interaction; 340,000 compounds, 0.15% hits; AID 504523; Keap1 Kelch-Nrf2 peptide fluorescence polarization, 1536-well; inhibition, % at 9.4 µM; in the data active = inhibition above about 12%;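 note: human Keap1 Kelch domain with fluorescein labeled Nrf2 9mer peptide probe; 0% = neutral control wells and 100% = peptide positive control; higher means more block of Keap1 binding to Nrf2 peptide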
Wnt act: activators of Wnt/beta-catenin signaling | Wnt/beta-catenin reporter cell assay, activator, plate reader | activation, % at 9.35 µM | 300,000 compounds, 1.2% hits; in the data active = activation above about 30%, passing the limit was not always enough;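 note: 0% = neutral control wells and 100% = positive control wells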
OPRM1-OPRD1 ag: OPRM1-OPRD1 heterodimerization agonism. P35372+P41143. cells, luminescence. 340,000 compounds, 0.3% hits. activation, % at 9.3 µM; in the data active = activation above about 18%;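 note: 0% = vehicle-treated cells and 100% = reference agonist; values of inactives mirror those of a sister screen read the other way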
V-ATPase pH: yeast V-ATPase proton transport regulation by pHLuorin. S. cerevisiae, pHLuorin cytosolic pH fluorescence. response, % at 10 µM. 350,000 compounds, 0.37% hits; in the data active = response mostly above about 7.3%, no sharp cut-off; inactive = mostly below about 5.4%; note: actives read high; inactives centre near 0; some compounds called inactive have numbers as strong as hits; reference of the scale not given here
cardiac RTF act: increases calcium sensitivity of human cardiac regulated thin filaments. activation, % at 7.2 µM. AID 493008. 340,000 compounds, 0.24% hits. IANBD-labeled TnC RTF fluorescence at EC20 calcium; 0% EC20 calcium, 100% full calcium;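 active = activation above the mean over all tested compounds plus 3 SD, cut at about 30% in these data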;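 note: rise in fluorescence read as greater calcium sensitivity of cardiac thin filaments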
Pemphigus Ab inh: human desmoglein-3 autoantibody binding inhibition | 310,000 compounds, 0.48% hits | P32926 | DSG3-coupled beads, scFv-anti-DSG3-GFP binding, flow cytometry; active compounds read low | AID 588358 | binding (percent of control), % at 10 µM;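 active = binding more than 3 SD below its plate's average and above zero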;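 note: hits lower antibody fragment binding to DSG3; some compounds called inactive have numbers as strong as hits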
Target sequence (P32926 whole entry, looked up, the tested form may be a part): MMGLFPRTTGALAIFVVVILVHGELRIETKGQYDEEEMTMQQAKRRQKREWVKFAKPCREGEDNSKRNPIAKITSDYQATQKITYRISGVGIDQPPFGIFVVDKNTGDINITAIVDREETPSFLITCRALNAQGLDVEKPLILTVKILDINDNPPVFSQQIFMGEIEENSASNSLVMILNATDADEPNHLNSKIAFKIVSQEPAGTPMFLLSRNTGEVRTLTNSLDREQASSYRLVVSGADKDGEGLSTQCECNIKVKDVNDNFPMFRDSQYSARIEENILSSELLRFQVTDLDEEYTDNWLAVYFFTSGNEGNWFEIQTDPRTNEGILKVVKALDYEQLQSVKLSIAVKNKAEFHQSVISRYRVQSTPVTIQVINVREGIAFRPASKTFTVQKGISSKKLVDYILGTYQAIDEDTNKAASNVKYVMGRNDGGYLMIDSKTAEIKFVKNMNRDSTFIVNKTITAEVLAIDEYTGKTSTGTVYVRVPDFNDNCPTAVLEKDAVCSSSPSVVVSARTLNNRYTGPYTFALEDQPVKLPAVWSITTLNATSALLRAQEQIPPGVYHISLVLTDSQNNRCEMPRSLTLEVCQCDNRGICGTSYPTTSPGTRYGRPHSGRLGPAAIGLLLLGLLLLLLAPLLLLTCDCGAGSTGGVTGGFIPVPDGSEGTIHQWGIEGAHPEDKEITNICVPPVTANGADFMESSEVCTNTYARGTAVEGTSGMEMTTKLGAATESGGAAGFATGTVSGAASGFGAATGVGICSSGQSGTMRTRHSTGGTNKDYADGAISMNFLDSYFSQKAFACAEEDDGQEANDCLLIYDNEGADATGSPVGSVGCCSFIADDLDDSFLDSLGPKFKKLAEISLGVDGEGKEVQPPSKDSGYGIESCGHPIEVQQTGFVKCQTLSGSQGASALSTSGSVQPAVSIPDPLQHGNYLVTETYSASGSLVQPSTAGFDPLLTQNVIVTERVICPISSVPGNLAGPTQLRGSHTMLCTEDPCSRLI
Arr AP2 block: human beta-arrestin and AP2 interaction inhibition; FITC-arrestin peptide / GST-AP2 beads, flow cytometry; AP2 beta2 appendage carries R879A mutation; inhibition, % at 10 µM; 340,000 compounds, 0.31% hits; AID 504490;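 active = inhibition above a set limit, near 3 SD of compounds lacking own fluorescence, cut at about 54% in these data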;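 note: plate controls were DMSO wells for no effect and 5 µM unlabelled arrestin peptide for full effect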
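System: GST-AP2 R879A glutathione beads. Medium: PBS with 0.05% Tween 20 and 0.1% BSA. Also added: FITC-arrestin peptide, 50 nM. Incubation: 12 min plus 1 h, RT. Measured by: high-throughput flow cytometry of beads, ex 488, em 535 nm. Evaluation: percent drop in bead-associated FITC signal.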
RTF Ca sens inh: cardiac RTF calcium desensitization; P19429+P45379; IANBD-labeled cardiac RTF, Ca2+ fluorescence; inhibition, % at 7.15 µM; 340,000 compounds, 0.12% hits; AID 493244;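 active = inhibition above the mean inhibition of all tested compounds plus 3 SD, cut at about 17% in these data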;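 note: assay run at fixed EC70 calcium of 1.6 mM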
LANA DNA inh: blocks KSHV LANA C-terminal domain binding to DNA; MBP-C-LANA/FAM-LBS DNA binding, fluorescence polarization; inhibition, % at 9 µM; 340,000 compounds, 0.078% hits; AID 504423;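 active = highest replicate inhibition at or above 60% at 9 µM, even if other replicates fall short; inactive = all replicates below 60% inhibition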;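 note: 0% = neutral control wells and 100% = 4 µM acridine orange control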
* = called active by the depositor.

For O=C(CCC1CCCC1)Nc1ccc(OCC(=O)N2CCOCC2)cc1 the results were MOR-DOR inv ag -2.9, Keap1-Nrf2 PPI -1.4, OPRM1-OPRD1 ag 0.5, V-ATPase pH 3.1, cardiac RTF act -4.8, Arr AP2 block -0.3, RTF Ca sens inh 0.0 and LANA DNA inh 0.2.
CC(Sc1ccccc1)C(=O)N/N=C/c1ccccc1 (centres undefined) was read as MOR-DOR inv ag -6.3, Keap1-Nrf2 PPI -1.6, Wnt act 2.0, OPRM1-OPRD1 ag 1.2, V-ATPase pH -4.8, cardiac RTF act 2.6, Pemphigus Ab inh 108.1, Arr AP2 block 17.2, RTF Ca sens inh -7.2 and LANA DNA inh -0.7.
CCOC(=O)N1CCC(NC(=O)c2sc3nc4n(c(=O)c3c2C)CCCC4)CC1 was read as MOR-DOR inv ag 14.0, Keap1-Nrf2 PPI -3.8, Wnt act 4.2, OPRM1-OPRD1 ag -2.2, V-ATPase pH -4.8, cardiac RTF act -5.2, Arr AP2 block 3.0, RTF Ca sens inh 7.0 and LANA DNA inh 1.6.
CCn1nc(C(=O)NNS(=O)(=O)c2cc(/C=C/C(=O)O)cc(OC)c2OC)c2ccccc2c1=O was read as MOR-DOR inv ag 13.2, Keap1-Nrf2 PPI -3.8, Wnt act -4.8, OPRM1-OPRD1 ag -2.6, V-ATPase pH -0.8, cardiac RTF act -5.2, Pemphigus Ab inh 95.0, Arr AP2 block -7.6, RTF Ca sens inh -3.4 and LANA DNA inh 2.0.
For CC(C)C(CCN1C(=O)CCC1=O)C1CCOC(C)(C)C1 (centres undefined) the results were MOR-DOR inv ag 12.8, Keap1-Nrf2 PPI -4.7, Wnt act -1.0, OPRM1-OPRD1 ag -2.0, V-ATPase pH -5.2, cardiac RTF act -4.7, Arr AP2 block 11.1, RTF Ca sens inh -5.2 and LANA DNA inh -0.2.
For COc1cccc(-n2cnc3c(sc4nc(N5CCOCC5)c5c(c43)CCCC5)c2=O)c1 the results were MOR-DOR inv ag 3.2, Keap1-Nrf2 PPI 0.5, Wnt act -2.1, OPRM1-OPRD1 ag -0.6, V-ATPase pH -2.8, cardiac RTF act 2.4, Pemphigus Ab inh 123.2, Arr AP2 block -7.7, RTF Ca sens inh -7.1 and LANA DNA inh 0.4.
CN(C(=O)CSc1ncnc2scc(-c3ccccc3)c12)C1CCS(=O)(=O)C1 (centres undefined) was read as MOR-DOR inv ag 0.8, Keap1-Nrf2 PPI -2.6, Wnt act -0.9, OPRM1-OPRD1 ag -0.1, V-ATPase pH 4.7, cardiac RTF act 0.7, Pemphigus Ab inh 100.5, Arr AP2 block 43.3, RTF Ca sens inh -0.8 and LANA DNA inh 0.0.
`O=C(c1ccccc1Cc1ccccc1)N1CCN(S(=O)(=O)c2ccccc2Br)CC1` gave MOR-DOR inv ag -0.4, Keap1-Nrf2 PPI 3.3, Wnt act -3.4, OPRM1-OPRD1 ag 0.1, V-ATPase pH -1.7, cardiac RTF act -2.0, Pemphigus Ab inh 97.1, Arr AP2 block 0.8, RTF Ca sens inh -5.5 and LANA DNA inh -1.8.
Screening CN(CCc1ccccc1)C(=O)c1cccc(NC(=O)Cc2cccc(NC(=O)C3CCN(C(=O)C4CCCCC4)CC3)c2)c1 returned MOR-DOR inv ag 13.2, Keap1-Nrf2 PPI -0.5, Wnt act -1.1, OPRM1-OPRD1 ag -2.9, V-ATPase pH -0.7, cardiac RTF act 1.2, Pemphigus Ab inh 103.6, Arr AP2 block -9.2, RTF Ca sens inh 0.6 and LANA DNA inh 2.7.
Cc1cc2cc(C)c(NCCNC(=O)c3ccccc3Cl)nc2cc1C was read as MOR-DOR inv ag -1.0, Keap1-Nrf2 PPI -3.3, Wnt act 8.9, OPRM1-OPRD1 ag 0.1, V-ATPase pH 0.0, cardiac RTF act -5.2, Pemphigus Ab inh 94.5, Arr AP2 block 10.0, RTF Ca sens inh -7.6 and LANA DNA inh -0.6.
CCOc1ccc(OCCN(C)Cc2ccccc2)cc1 was read as MOR-DOR inv ag 4.2, Keap1-Nrf2 PPI 2.8, Wnt act -3.7, OPRM1-OPRD1 ag -0.7, V-ATPase pH -2.1, cardiac RTF act -3.4, Pemphigus Ab inh 98.8, Arr AP2 block 20.5, RTF Ca sens inh -20.6 and LANA DNA inh -0.9.
`NC(=O)CC1C(=O)N(c2ccccc2)C(=S)N1NC(=O)c1ccc(Br)cc1` (centres undefined) gave MOR-DOR inv ag 21.8, Keap1-Nrf2 PPI -1.3, Wnt act 4.7, OPRM1-OPRD1 ag -4.9, V-ATPase pH 0.6, cardiac RTF act 1.5, Pemphigus Ab inh 103.1, Arr AP2 block 12.4, RTF Ca sens inh -0.6 and LANA DNA inh -0.9.
`Cc1cc(-c2ccc(C)c(S(=O)(=O)NCCc3ccco3)c2)on1` gave MOR-DOR inv ag 0.4, Keap1-Nrf2 PPI -13.2, Wnt act 0.1, OPRM1-OPRD1 ag -0.1, V-ATPase pH 5.2, cardiac RTF act 2.5, Arr AP2 block 6.3, RTF Ca sens inh 2.1 and LANA DNA inh -1.7.
Cn1cc(/C=C/c2cc[n+](C)cc2)c2cc(F)ccc21 was read as MOR-DOR inv ag -12.2, Keap1-Nrf2 PPI -192.2, OPRM1-OPRD1 ag 2.1, V-ATPase pH 3.1, cardiac RTF act 317.4*, Pemphigus Ab inh 154.7, Arr AP2 block -4.5, RTF Ca sens inh -382.9 and LANA DNA inh -13.7.
`C=CCn1cn[nH]c1=S` gave MOR-DOR inv ag 4.8, Keap1-Nrf2 PPI -7.8, Wnt act -0.6, OPRM1-OPRD1 ag -1.0, V-ATPase pH 2.6, cardiac RTF act 2.5, Pemphigus Ab inh 105.1, Arr AP2 block 26.7, RTF Ca sens inh -15.7 and LANA DNA inh -0.3.
`COC(=O)Nc1nnc(Cc2ccc(Cl)cc2)s1` gave MOR-DOR inv ag 15.3, Keap1-Nrf2 PPI 5.5, Wnt act 1.3, OPRM1-OPRD1 ag -3.5, V-ATPase pH -1.7, cardiac RTF act 1.7, Pemphigus Ab inh 94.4, Arr AP2 block -1.9, RTF Ca sens inh -3.1 and LANA DNA inh -0.6.
For CCOc1ccc(N2C(=O)C3ON(c4ccccc4)C(c4ccco4)C3C2=O)cc1 (centres undefined) the results were MOR-DOR inv ag -2.5, Keap1-Nrf2 PPI 0.5, Wnt act 3.0, OPRM1-OPRD1 ag 0.5, V-ATPase pH 4.0, cardiac RTF act -1.6, Pemphigus Ab inh 101.8, Arr AP2 block 6.2, RTF Ca sens inh -3.1 and LANA DNA inh -1.6.
Screening CC(=O)COc1ccc2c(C)c(-c3ccccc3)c(=O)oc2c1 returned MOR-DOR inv ag 12.7, Keap1-Nrf2 PPI 1.8, Wnt act 10.1, OPRM1-OPRD1 ag -2.6, V-ATPase pH 0.1, cardiac RTF act 2.7, Pemphigus Ab inh 114.8, Arr AP2 block 19.8, RTF Ca sens inh -2.7 and LANA DNA inh -0.9.
`O=C(NC(Cc1ccccc1)C(=O)NC(Cc1ccccc1)C(=O)O)c1ccccc1` (centres undefined) gave MOR-DOR inv ag 8.8, Keap1-Nrf2 PPI -4.6, Wnt act 0.1, OPRM1-OPRD1 ag -1.8, V-ATPase pH -1.4, cardiac RTF act 2.5, Pemphigus Ab inh 100.5, Arr AP2 block 2.3, RTF Ca sens inh -12.9 and LANA DNA inh 2.5.
Screening CCOc1ccc(C(C)NC(=O)c2cccc(F)c2)cc1 (centres undefined) returned MOR-DOR inv ag -10.2, Keap1-Nrf2 PPI -1.3, Wnt act -1.7, OPRM1-OPRD1 ag 1.9, V-ATPase pH 2.7, cardiac RTF act -1.1, Pemphigus Ab inh 100.5, Arr AP2 block 29.5, RTF Ca sens inh 13.9 and LANA DNA inh -5.7.
`O=C(CNC(=O)/C(=C\c1ccc(Br)cc1)NC(=O)c1ccccc1)OCc1ccccc1` gave MOR-DOR inv ag 4.1, Keap1-Nrf2 PPI 2.6, Wnt act 7.9, OPRM1-OPRD1 ag -0.7, V-ATPase pH -2.7, cardiac RTF act -1.2, Pemphigus Ab inh 99.5, Arr AP2 block 26.9, RTF Ca sens inh -0.8 and LANA DNA inh 0.6.
COC(=O)c1ccccc1NC(=O)c1cnn2c(C)cc(C)nc12 was read as MOR-DOR inv ag -1.8, Keap1-Nrf2 PPI 0.8, Wnt act 5.8, OPRM1-OPRD1 ag 0.2, V-ATPase pH -5.8, cardiac RTF act 7.3, Pemphigus Ab inh 88.8, Arr AP2 block 21.9, RTF Ca sens inh 0.8 and LANA DNA inh -1.3.
For Cc1cc(C)cc(NC(=O)COC(=O)COc2cccc3c2OC(C)(C)C3)c1 the results were MOR-DOR inv ag -22.8, Keap1-Nrf2 PPI 1.7, Wnt act -3.0, OPRM1-OPRD1 ag 4.2, V-ATPase pH 5.2, cardiac RTF act -5.8, Pemphigus Ab inh 92.9, Arr AP2 block -0.9, RTF Ca sens inh -8.2 and LANA DNA inh 0.7.
For COCCn1cnc2c1c(=O)n(CC(=O)OCC(=O)NCC(F)(F)F)c(=O)n2Cc1ccccc1 the results were MOR-DOR inv ag 8.8, Keap1-Nrf2 PPI 0.9, OPRM1-OPRD1 ag -1.7, V-ATPase pH -3.7, cardiac RTF act 7.7, Arr AP2 block -5.2, RTF Ca sens inh -14.4 and LANA DNA inh 0.2.
Cc1ccc(C(=O)NN2C(=O)C3C4C=CC(C5CC45)C3C2=O)cc1 (centres undefined) was read as MOR-DOR inv ag 7.3, Keap1-Nrf2 PPI 1.4, Wnt act 0.5, OPRM1-OPRD1 ag -1.3, V-ATPase pH -2.2, cardiac RTF act 2.1, Pemphigus Ab inh 96.4, Arr AP2 block 2.4, RTF Ca sens inh 0.3 and LANA DNA inh -0.8.
`COc1cc(NC(=O)CCc2nnc3ccc(NCc4ccco4)nn23)cc(OC)c1` gave MOR-DOR inv ag 16.1, Keap1-Nrf2 PPI 0.9, Wnt act -1.4, OPRM1-OPRD1 ag -3.1, V-ATPase pH -1.0, cardiac RTF act -3.8, Pemphigus Ab inh 103.3, Arr AP2 block 38.2, RTF Ca sens inh 2.8 and LANA DNA inh -1.9.
`Cn1ncc(Cl)c1C(=O)N/N=C/c1cc2c(cc1[N+](=O)[O-])OCO2` gave MOR-DOR inv ag -14.7, Keap1-Nrf2 PPI -0.7, Wnt act -2.4, OPRM1-OPRD1 ag 3.1, V-ATPase pH 1.3, cardiac RTF act 0.2, Pemphigus Ab inh 70.6*, Arr AP2 block 6.9, RTF Ca sens inh -8.0 and LANA DNA inh 9.3.
Screening C=CCNC(=O)c1ccccc1NC(=O)C1CC(=O)N(C(C)C)C1 (centres undefined) returned MOR-DOR inv ag 6.2, Keap1-Nrf2 PPI 0.2, Wnt act 0.5, OPRM1-OPRD1 ag -1.2, V-ATPase pH -0.7, cardiac RTF act -2.7, Pemphigus Ab inh 108.2, Arr AP2 block 5.9, RTF Ca sens inh -1.5 and LANA DNA inh 0.8.
`O=C(CNS(=O)(=O)c1ccc(Br)s1)N1CCC(N2CCCCC2)CC1` gave MOR-DOR inv ag 0.3, Keap1-Nrf2 PPI -2.8, OPRM1-OPRD1 ag -0.1, V-ATPase pH -12.8, cardiac RTF act 2.2, Pemphigus Ab inh 108.0, Arr AP2 block 5.5, RTF Ca sens inh 1.8 and LANA DNA inh -1.1.

Source: PubChem (several laboratories)
